# Screening data deposited in PubChem BioAssay by National Center for Advancing Translational Sciences (NCATS).
# RORgamma inh – inhibitors of mouse ROR gamma transcriptional activity. P51450. Drosophila S2 Gal4-RORgamma UAS-luciferase reporter, 20 h. Potency, µM (highest dose often 53.6 µM), inactives show at the top dose activity change, negative = inhibition, most hits filed as inhibitors. 310,000 compounds, 5.4% hits. AID 2551; also: % is scaled to controls: 0 for no effect and ±100 for the full control effect; nearly all actives have a fitted effect of over 60% in size
# Target sequence (P51450 whole entry, looked up, the tested form may be a part): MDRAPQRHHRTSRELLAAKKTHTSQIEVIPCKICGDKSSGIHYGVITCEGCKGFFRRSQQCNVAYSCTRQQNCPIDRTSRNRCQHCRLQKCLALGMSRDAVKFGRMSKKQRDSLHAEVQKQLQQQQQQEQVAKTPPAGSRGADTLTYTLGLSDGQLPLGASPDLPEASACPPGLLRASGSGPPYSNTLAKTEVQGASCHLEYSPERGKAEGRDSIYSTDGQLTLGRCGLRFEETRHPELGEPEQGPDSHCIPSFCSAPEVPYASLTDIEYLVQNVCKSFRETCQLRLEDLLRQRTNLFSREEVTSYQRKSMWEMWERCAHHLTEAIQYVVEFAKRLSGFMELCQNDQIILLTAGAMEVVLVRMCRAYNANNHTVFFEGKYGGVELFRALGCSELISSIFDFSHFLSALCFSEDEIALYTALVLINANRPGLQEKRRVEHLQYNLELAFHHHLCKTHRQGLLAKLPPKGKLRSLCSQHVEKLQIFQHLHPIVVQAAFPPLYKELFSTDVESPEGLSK
#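 In this cell-based reporter format, copper sulfate (700 uM final) drives Gal4–ROR gamma fusion expression from a metallothionein promoter in Drosophila Schneider cells; compounds preincubated 1 hr, reporter read after 20 hr at ambient temperature.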
# MBNL1 CUG block – blocks human MBNL1 binding to CUG repeat RNA; Q9NR56; TR-FRET MBNL1-His/biotin-(CUG)12 binding, 665/545 ratio; Potency, µM (doses to about 57.5 µM), inactives show top-dose activity change, negative = inhibition, hits mostly inhibitors; 280,000 compounds, 0.036% hits; active = well fitted inhibition curve with a large enough effect in the signal ratio, with a control signal flat, not every such curve was filed as active; inconclusive = small, poorly fitted or top-dose-only effect, or effect the other way, or a change in a side signal; inactive = no such curve, though single readings can be large or run the other way; the % refers to the signal ratio; also: % is scaled to controls: 0 for no effect and ±100 for the full control effect
# Target sequence (Q9NR56 whole entry, looked up): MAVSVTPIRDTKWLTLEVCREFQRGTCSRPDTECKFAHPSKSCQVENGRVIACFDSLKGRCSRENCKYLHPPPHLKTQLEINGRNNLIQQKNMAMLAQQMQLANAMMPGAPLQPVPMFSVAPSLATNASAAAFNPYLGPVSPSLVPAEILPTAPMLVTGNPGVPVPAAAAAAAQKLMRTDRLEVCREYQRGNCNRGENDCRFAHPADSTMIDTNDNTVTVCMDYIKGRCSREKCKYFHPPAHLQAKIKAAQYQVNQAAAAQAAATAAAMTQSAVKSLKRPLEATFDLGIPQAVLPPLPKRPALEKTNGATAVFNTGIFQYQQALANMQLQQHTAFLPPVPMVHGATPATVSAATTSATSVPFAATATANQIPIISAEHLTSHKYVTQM
#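 Ratiometric TR-FRET (665 over 545 nm, excitation 340 nm) tracks disruption of MBNL1-His/biotin-(CUG)12 complex after 60 min at room temperature, with compounds at 92 nM to 58 uM final.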
# NPC1 promoter act – activators of NPC1 promoter; AID 485313; Potency, µM (doses to about 9.22 µM), for the others: top-dose activation, hits mostly activators; Huh7 NPC1 promoter luciferase reporter, 24 h; 320,000 compounds, 2.4% hits;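 also: % of control where 0% means no effect; nearly all actives have a fitted effect of over 60% in size; reporter is driven by a mutant NPC1 promoter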
#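 Huh7 reporter cells (NPC1 promoter driving luciferase) are dosed with compound for 24 h at 37 °C, 5% CO2; luciferase detection reagent is then added and luminescence measured after 10 min at ambient temperature.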
# Rab9 promoter act – Rab9 promoter activation | Huh7 Rab9 promoter-luciferase reporter, luminescence, 24 h | Potency, µM (series often up to 9.22 µM), without a hit: top-dose activation, negative = inhibition, usual class: activators | AID 485297 | 320,000 compounds, 2.8% hits; also: % of control where 0% means no effect; nearly all actives have a fitted effect of over 60% in size
#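 Stable Rab9-luc Huh7, 1500 cells/well, 2 h settle; cmpd in DMSO, 24 h, 37 °C/5% CO2; luciferase reagent 10 min RT; luminescence.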
# CXXC DNA block – blocks binding of human MLL CXXC domain to DNA; Q03164; MLL-CXXC / FITC-HOXA9 DNA fluorescence polarization; Potency, µM (series often up to 115 µM), inactives show at the highest dose activity change, negative = inhibition, hits mostly inhibitors; 290,000 compounds, 0.037% hits; AID 2662; active = well fitted inhibition curve with a large enough effect in the polarisation, with a control signal flat, not every such curve was filed as active; inconclusive = small, poorly fitted or top-dose-only effect, or effect the other way, or a change in a side signal; inactive = no such curve, though single readings can be large or run the other way; the % refers to the polarisation
#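 Fluorescence polarization: 7 uM MLL-CXXC (stock) preincubated 5 min with compounds, then 50 nM fluorescein-HOX-A9 DNA (stock) added; 30 min ambient. Buffer 50 mM Tris-HCl pH 7.5, 50 mM NaCl, 1 mM DTT, 0.05% BSA.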
# BRCA1 expr act – increases BRCA1 expression; MCF7-BRCA1-FFLuc reporter, luminescence, 48 h; response scale: scaled: vehicle 0%, 10 µM genistein 100%; Potency, µM (titrated, usually from 46.1 µM), for the others: at the top dose activation, most hits filed as activators; 380,000 compounds, 1.1% hits; also: nearly all actives have a fitted effect of over 80% in size; some results filed as inactive show a strong effect at the top dose
#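 Reporter cells (MCF7, BRCA1 promoter-firefly luciferase) received library compounds across a concentration series for 48 h. End-point luminescence was measured and concentration-effect curves derived after normalization.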
# p53 reactivator – mutant p53 re-activation in reporter cells. H1299 p53-A138V BP100-luciferase reporter, luminescence, 24 h. Potency, µM (doses to about 92.2 µM), inactives show at the highest dose activity change, positive = activation, usual class: activators. 320,000 compounds, 0.063% hits. AID 504706; also: % of control where 0% means no effect; nearly all actives have a fitted effect of over 45% in size
#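 H1299 (p53-null), stable ts p53-A138V + BP100-Luc; 1000 cells/well, Opti-MEM/10% FBS; cpd 4 pt, 1:5; 24 h, 37 deg C, 5% CO2; detection reagent 10 min RT; luminescence.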
# Gal4-VP16 FLuc – inhibits Gal4-VP16 luciferase reporter, ROR gamma counter-screen. Drosophila S2 Gal4-VP16 UAS-luciferase, luminescence, 20 h. Potency, µM (highest dose often 53.6 µM), for the others: at the top dose activity, negative = inhibition, hits mostly inhibitors. 310,000 compounds, 3.5% hits;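 also: Gal4-VP16 expression switched on by copper sulfate through the metallothionein promoter; % is scaled to controls: 0 for no effect and ±100 for the full control effect; nearly all actives have a fitted effect of over 50% in size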
# uPA generation – cell surface uPA generation inhibition; cell surface uPA generation assay, qHTS; Potency, µM (titrated, usually from 38.3 µM), for the others: at the top dose activity change, negative = inhibition, usual class: inhibitors; 330,000 compounds, 0.31% hits; AID 540303; active = well fitted inhibition curve with a large enough effect; inconclusive = small, poorly fitted or top-dose-only effect; inactive = no such curve, though single readings can be large or run the other way; tested in mouse RAW 264.7 cells; also: % is scaled to controls: 0 for no effect and ±100 for the full control effect; nearly all actives have a fitted effect of over 55% in size
# ELG1 genotox – genotoxicity induction in ELG1-luciferase HEK293T cells. AID 504466. Potency, µM (series often up to 46 µM), for the others: at the highest dose activity change, positive = activation, usual class: activators. HEK293T ELG1-luciferase reporter, luminescence, 16 h. 330,000 compounds, 1.3% hits; also: % of control where 0% means no effect; nearly all actives have a fitted effect of over 60% in size
#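 After overnight (16 hr) compound treatment at 37 °C, ELG1-luciferase HEK293T cells were lysed with ONE-Glo; luminescence quantified 30 min later at room temperature.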
# FLuc counter – firefly luciferase modulation, counter-screen for miR-21 project; P08659; purified FLuc, Km substrates, luminescence inhibition; Potency, µM (top dose mostly 57.5 µM), without a hit: top-dose activity change, negative = inhibition, most hits filed as inhibitors; 360,000 compounds, 6.9% hits; AID 588342;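 also: plate controls were vehicle for no effect and reference inhibitor for full effect; nearly all actives have a fitted effect of over 55% in size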
#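 Purified P. pyralis luciferase, 10 nM final, with Km-level 10 uM D-luciferin and 10 uM ATP in 50 mM Tris acetate pH 7.5, 10 mM Mg acetate, 0.01% Tween-20, 0.05% BSA; 6-point qHTS titration about 60 µM downward; luminescence read.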
# The depositor's hits bear a star; u = inconclusive; x = not tested or not shown; & = joins results of further samples; [ ] = dose if it differs, or a comment. Unless noted, calls follow the shape of the dose curve; as a rule, active = well fitted curve in the direction sought with a large enough effect; inconclusive = small, poorly fitted or top-dose-only effect, or another doubt; inactive = no such curve, though single readings can be large; an effect the other way counts as inactive or inconclusive. Potency is read from the fitted curve at half-maximal effect. Only part of the results is shown; rates above refer to the full screens.
SMILES,RORgamma inh,MBNL1 CUG block,NPC1 promoter act,Rab9 promoter act,CXXC DNA block,BRCA1 expr act,p53 reactivator,Gal4-VP16 FLuc,uPA generation,ELG1 genotox,FLuc counter
CCN(CC)CCN1C(=O)C(O)=C(C(=O)c2sc(C)nc2C)C1c1cccnc1 (stereo not drawn),1.4%,8.4%,0.8%,3.0%,3.7%,-3.5%,-0.1%,-3.0%,5.6%,-4.2%,11.4%
COc1cccc(N2CCN(C(=O)c3oc4ccccc4c3NC(=O)Cc3ccc(OC)c(OC)c3)CC2)c1,2.4%,-2.1%,-5.9%,1.1%,6.5%,-8.8%,2.4%,-7.6%,-2.1%,-10.1%,-1.4%
COc1ccc(N2C(=O)[C@@H]3[C@H](C2=O)[C@H](C(=O)c2ccc(OC(C)=O)cc2)N2N=CC=C[C@@H]32)cc1,u,29.7%,-4.7%,0.1%,22.0%,x,19.6%,15.7%,x,8.0%,0.4%
O=C(CSc1nnc(Cc2ccccc2)o1)N1CCOCC1,-5.0%,-3.0%,0.0%,10.0%,-4.9%,18.1%,2.2%,-0.4%,12.1%,8.4%,3.1%
NC1=NC(=O)/C(=C\c2ccc(O)c([N+](=O)[O-])c2)S1,-16.4%,u,-1.3%,-0.1%,u,15.6%,26.4%,-4.0%,1.5%,2.9%,-17.4%
CCOC(=O)CNC(=O)Cn1cnc2c(cnn2-c2ccc(C)cc2)c1=O,8.5%,-1.6%,-7.9%,4.4%,-2.0%,0.4%,x,0.6%,1.7%,0.8%,0.2%
O=C(CSc1nnc(CNc2ccccc2)o1)N1CCCc2ccccc21,16.8%,-11.5%,2.0%,1.1%,0.9%,-2.9%,-5.0%,-0.4%,1.7%,-2.1%,4.8%
CCc1ccc(NC(=O)C(C)Sc2ccc(S(=O)(=O)N3CCN(C)CC3)cn2)cc1 (stereo not drawn),x,x,-8.1%,-0.4%,x,8.4%,-6.8%,x,u,-1.4%,x
COC(=O)[C@H](Cc1ccccc1)NC(=O)NCc1ccccc1OC,1.2%,2.0%,5.6%,-1.1%,4.1%,-0.6%,5.5%,7.7%,x,-3.6%,-11.6%
COc1cc(C2/C(=C(\O)c3ccc4c(c3)CC(C)O4)C(=O)C(=O)N2CCCn2ccnc2)cc(OC)c1OC (stereo not drawn),-12.7%,2.4%,0.1%,-1.7%,12.1%,-26.5%,4.2%,-12.7%,5.9%,1.1%,-0.3%
COc1cc(C2C3=C(Nc4ncnn42)c2ccccc2CC3)cc(OC)c1OC (stereo not drawn),-13.0%,7.1%,-9.8%,-28.2%,-16.0%,-100.2%,7.7%,1.5%,-10.4%,u,7.2%
Cc1nc(-c2cccc(NC(=O)c3ccc(Br)o3)c2)cs1,18.7%,-4.1%,12.4%,-2.1%,-3.0%,47.4%,23.4%,25.0%,4.3%,-11.5%,u
COn1c(-n2nc(C)cc2C)nc2ccccc2c1=O,7.94µM*,-9.2%,-4.8%,1.6%,-6.4%,-9.2%,2.2%,7.08µM*,-1.3%,1.0%,-0.2%
Cc1ccc(NC(=O)c2cccs2)cc1,u,1.2%,2.51µM*,2.51µM*,9.3%,2.24µM*,u,u,-22.2%,13µM*,12µM*
Nc1ccc2nc(C(F)(F)F)[nH]c2c1,-0.5%,-0.1%,-2.0%,0.8%,0.0%,4.8%,-2.8%,4.7%,-4.2%,1.2%,-2.1%
CCN(CC)CCN(C(=O)c1ccc(S(=O)(=O)N2CCCC2)cc1)c1nc2cc(C)cc(C)c2s1,-39.9%,-5.2%,1.0%,3.9%,2.6%,5.3%,u,-4.8%,-0.8%,-7.9%,-3.5%
COc1ccc(OCCN(C)CC(=O)Nc2c(C)cccc2C)cc1,-0.9%,4.7%,-0.6%,-2.0%,32.3%,-19.8%,-3.2%,1.1%,-1.1%,-6.4%,4.7%
CCOC(=O)N1CCN(C(=O)CCc2ccc(S(=O)(=O)NC(C)(C)C)cc2)CC1,0.7%,11.0%,-1.9%,-0.5%,-7.6%,3.3%,-2.6%,-1.7%,26.3%,-5.3%,0.5%
CCCOc1ccc(/C=C2/C(=O)ON=C2C)cc1OCC,-4.0%,8.6%,-2.1%,-14.2%,-5.1%,9.0%,6.0%,-24.3%,-5.7%,u,u
CC(=O)n1cc(Nc2ccc([N+](=O)[O-])cc2)c2ccccc21,-35.6%,17.2%,5.6%,11.5%,3.7%,-1.6%,0.2%,-2.7%,-3.7%,-0.2%,-2.5%
CCCOc1ccc(N2C(=O)CC(SCc3nc4ccccc4[nH]3)C2=O)cc1 (stereo not drawn),-33.8%,2.2%,-5.5%,-9.7%,-0.1%,-3.1%,-2.5%,u,-4.0%,0.4%,1.3%
CCOc1ccc(-c2nc(CN3CCCC(C(=O)N4CCOCC4)C3)c(C)o2)cc1 (stereo not drawn),1.9%,-13.9%,14.9%,17.8%,41.2%[activator],26.1%,22.8%,-21.2%,2.4%,10.8%,-15.9%
COc1ccc(CNC(=O)Cn2cnc3c(=O)n(C)c(=O)n(C)c32)cc1,u,6.1%,-5.8%,-7.4%,-4.3%,-18.6%,-6.5%,u,x,3.3%,-2.1%
Cc1cccc(NC(=O)c2cn(-c3ccccc3)nc2-c2ccccc2)c1,u,1.9%,-2.1%,-1.3%,2.7%,-18.7%,1.7%,-3.9%,1.1%,1.2%,13.5µM*
O=C(Nc1ccc2nc(-c3ccccc3)oc2c1)c1ccco1,u,6.5%,u,3.16µM*,2.0%,u,19.3%,21.0%,0.5%,u,21.3µM*

# Next part.
SMILES,RORgamma inh,MBNL1 CUG block,NPC1 promoter act,Rab9 promoter act,CXXC DNA block,BRCA1 expr act,p53 reactivator,Gal4-VP16 FLuc,uPA generation,ELG1 genotox,FLuc counter
CC1=CC2=NC(=O)/C(=C/c3coc4ccccc4c3=O)C(=N)N2O1,-25.4%,u,-3.7%,2.4%,u,-34.2%,5.3%,4.0%,9.6%,-1.3%,-16.2%
COc1cccc(C2CC(c3ccc(Br)cc3)=NN2C(=O)c2ccncc2)c1OC (stereo not drawn),1.2%,10.1%,0.7%,-2.9%,-8.9%,-72.8%[inhibitor],-2.3%,-10.6%,-1.2%,-11.2%,-10.8%
CCCOc1ccc(CNC(=O)Cn2c(=O)oc3ccccc32)cc1,0.4%,-5.8%,0.4%,-0.6%,2.7%,-9.7%,0.1%,-6.2%,6.5%,-15.4%,1.7%&-1.1%
C=CCN(c1ccc(F)cc1)S(=O)(=O)c1cc(C(=O)OCC(=O)N(C)C2CCS(=O)(=O)C2)ccc1Cl (stereo not drawn),18.2%,-1.3%,1.9%,1.2%,-0.9%,20.7%,0.0%,9.3%,9.9%,0.2%,-9.3%
O=C(COC(=O)c1ccc(NC(=O)C2CC=CCC2C(=O)O)cc1)c1ccccc1 (stereo not drawn),-1.9%,-3.9%,4.6%,-1.2%,70.8%[activator],21.0%,7.3%,8.7%,0.3%,3.7%,u
COc1cccc(NC(=O)CN(C)C(=O)CCc2nc3sc4c(c3c(=O)[nH]2)CCCC4)c1,16.4%,19.2%,-3.4%,20.2%,5.3%,0.2%,-9.7%,-0.4%,5.1%,6.4%,-8.0%
COc1ccc(NC(=O)CN(C)C(=O)c2cccc(S(=O)(=O)Nc3ccc(F)cc3)c2)cc1,x,x,-0.2%,-5.2%,x,-16.0%,u,x,-1.7%,-3.0%,2.2%
c1ccc(N2CCN(c3nc4ccccc4[nH]3)CC2)nc1,1.2%,-7.6%,15.4%,u,2.2%,50.8%,15.0%,-18.3%,-0.6%,20.0%,u
COc1ccc(CC(=O)NNC(=O)CSc2nnc(Cc3ccc(OC)cc3)n2-c2ccccc2)cc1,-25.1%,-1.1%,-8.4%,-1.8%,17.0%,u,-5.5%,u,13.7%,1.1%,-1.4%
COc1ccc(-c2cc(C(=O)Nc3cccc(C(C)=O)c3)no2)cc1,-12.9%,3.8%,22.7%,10.2%[1.84 µM],-4.3%,24.3%,0.4%,-9.7%,x,17.1%,u
CC(C)c1nc(Cl)c(C#N)c2c1COC(C)(C)C2,17.1%,x,-7.1%,2.7%,2.5%,1.6%,9.5%,-3.9%,2.0%,3.8%,-0.3%
Cc1cc(C)cc(NC(=O)CSc2nc(CSc3ccc(Cl)cc3)cc(=O)[nH]2)c1,16.8%,-7.2%,-2.9%,0.2%,-6.9%,-11.1%,-2.1%,-11.8%,0.0%,-0.6%,-4.6%
